# Compound activity deposited in PubChem BioAssay by several laboratories.
# CAL PDZ FP-1 – inhibitors of human CAL PDZ peptide binding; Q9HD26; purified CAL PDZ, TMR-peptide fluorescence polarization, 1 h; inhibition, % at 24.9 µM; 0.92% of 300,000 active; AID 602252;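 active means mean inhibition of at least 30% with at least half of replicates also reaching 30%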;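 further: 0% = DMSO neutral control and 100% = excess unlabeled competitor peptide PRC23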
# SR-BI DiI-HDL act – enhances SR-BI lipid uptake from DiI-HDL. CHO ldlA[mSR-BI] cells, DiI-HDL uptake fluorescence, 3 h; 100 = double the neutral-control signal. activation, % at 12.5 µM. 0.096% of 320,000 active;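 active means mean replicate activation of at least 60% and every replicate at or above 60%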;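 further: 0% = median plate neutral-control signal and 100% = twice that signal; values of inactives mirror those of a sister screen read the other way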
#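 System: LDL receptor-deficient CHO ldlA cells overexpressing murine SR-BI | Timing: 3 h uptake period with compound, 37 °C | Medium: HEPES-buffered (25 mM, pH 7.4) F12 plus 0.5% BSA | Dosing: Single-point compound dose | Signal: Bottom-read fluorescence, 550/595 nm | Read-out: Retained DiI signal reflecting DiI-HDL uptake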
# Rtt109 HAT inh – C. albicans Rtt109 histone acetyltransferase inhibition | purified Rtt109/Vps75, ThioGlo CoA-SH fluorescence, 4 h | 0.16% of 330,000 active | inhibition, % at 34.9 µM;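 active means inhibition of at least 50% in every replicate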
# CAL PDZ FP-2 – blocks peptide binding to human CAL PDZ domain | Q9HD26 | purified CAL PDZ, TMR-peptide fluorescence polarization, 1 h | inhibition, % at 20 µM | 0.02% of 330,000 active | AID 504414;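 active means highest replicate inhibition of at least 40%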;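 further: plate controls were DMSO neutral control wells for no effect and unlabeled competitor peptide control wells for full effect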
#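 Control set: unlabelled peptide and DMSO controls / Material: purified CerCALP PDZ construct / Timing: 1 h incubation at room temperature before polarization reading / Doses: 20 µM, one dose / Detection: fluorescence polarization (mP)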
# PKA-R2B act – activators of human PKA-R2B complex; P22694+P31323; PKA-R2B holoenzyme dissociation, Cy5-IP20 fluorescence polarization; R2B truncated from residue 108, S112A mutant; 0% DMSO only, 100% 113 µM cGMP; activation, % at 11.4 µM; 0.079% of 340,000 active;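 active means activation above a cutoff set at the mean over all compounds plus 3 SD, cut at about 18% in these data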;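 further: higher means more holoenzyme dissociation and a rise in polarization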
# Target sequence (P31323 whole entry, looked up, other chains not shown, the tested form may be a part): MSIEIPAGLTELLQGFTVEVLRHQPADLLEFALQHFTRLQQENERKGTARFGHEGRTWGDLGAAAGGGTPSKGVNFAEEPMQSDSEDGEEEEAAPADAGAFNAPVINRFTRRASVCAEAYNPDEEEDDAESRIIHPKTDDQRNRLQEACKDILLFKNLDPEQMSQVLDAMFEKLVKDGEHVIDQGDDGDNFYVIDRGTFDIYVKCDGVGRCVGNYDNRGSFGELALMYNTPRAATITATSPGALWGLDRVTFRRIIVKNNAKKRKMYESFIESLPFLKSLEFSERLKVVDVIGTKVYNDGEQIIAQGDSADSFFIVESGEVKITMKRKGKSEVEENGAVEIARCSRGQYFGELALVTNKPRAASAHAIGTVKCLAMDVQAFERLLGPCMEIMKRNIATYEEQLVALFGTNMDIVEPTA
# DAGLB inhibitor – diacylglycerol lipase beta (human) inhibition; HEK293T DAGLB membrane lysate, EnzChek fluorogenic substrate; 0.059% of 340,000 active; AID 504411; Q8NCG7; inhibition, % at 5.17 µM; in the data active means inhibition above about 34%;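 further: 0% = enzyme with vehicle and 100% = wells lacking enzyme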
# Keap1 Nrf2 FP – disrupts human Keap1 binding to Nrf2 peptide; Q14145; Keap1 Kelch-Nrf2 peptide fluorescence polarization, 1536-well; inhibition, % at 9.4 µM; 0.15% of 340,000 active; in the data active means inhibition above about 12%;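 further: human Keap1 Kelch domain with fluorescein labeled Nrf2 9mer peptide probe; 0% = neutral control wells and 100% = peptide positive control; higher means more block of Keap1 binding to Nrf2 peptide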
# Target sequence (Q14145 whole entry, looked up, the tested form may be a part): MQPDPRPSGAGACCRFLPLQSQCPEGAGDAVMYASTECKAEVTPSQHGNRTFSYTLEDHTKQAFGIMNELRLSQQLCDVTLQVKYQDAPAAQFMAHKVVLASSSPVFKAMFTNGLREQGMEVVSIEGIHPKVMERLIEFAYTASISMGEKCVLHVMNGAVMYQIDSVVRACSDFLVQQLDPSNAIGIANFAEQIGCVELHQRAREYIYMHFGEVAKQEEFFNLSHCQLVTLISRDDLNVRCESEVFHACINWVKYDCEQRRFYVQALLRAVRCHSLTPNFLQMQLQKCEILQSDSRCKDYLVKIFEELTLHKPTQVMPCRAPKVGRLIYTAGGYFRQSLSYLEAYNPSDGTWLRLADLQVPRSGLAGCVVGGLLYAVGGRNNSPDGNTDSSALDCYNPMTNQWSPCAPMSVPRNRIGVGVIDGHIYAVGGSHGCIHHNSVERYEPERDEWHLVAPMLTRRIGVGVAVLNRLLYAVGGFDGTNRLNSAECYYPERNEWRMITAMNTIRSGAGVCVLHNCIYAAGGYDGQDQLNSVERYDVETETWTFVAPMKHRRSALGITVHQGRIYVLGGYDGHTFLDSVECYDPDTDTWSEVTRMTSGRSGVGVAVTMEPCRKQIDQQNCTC
# LANA DNA inh – KSHV C-LANA DNA binding inhibition; MBP-C-LANA/FAM-LBS DNA binding, fluorescence polarization; inhibition, % at 9 µM; 0.078% of 340,000 active; AID 504423;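 active means highest replicate inhibition at or above 60% at 9 µM, even if other replicates fall short; inactive means all replicates below 60% inhibition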;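 further: 0% = neutral control wells and 100% = 4 µM acridine orange control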
# RTF Ca sens inh – cardiac RTF calcium desensitization. inhibition, % at 7.15 µM. IANBD-labeled cardiac RTF, Ca2+ fluorescence. P19429+P45379. 0.12% of 340,000 active. AID 493244;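 active means inhibition above the mean inhibition of all tested compounds plus 3 SD, cut at about 17% in these data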;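 further: assay run at fixed EC70 calcium of 1.6 mM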
# RTF Ca sens act – increases calcium sensitivity of human cardiac regulated thin filaments | P19429+P45379 | IANBD-labeled TnC RTF fluorescence at EC20 calcium; 0% EC20 calcium, 100% full calcium | activation, % at 7.2 µM | 0.24% of 340,000 active;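 active means activation above the mean over all tested compounds plus 3 SD, cut at about 30% in these data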;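 further: rise in fluorescence read as greater calcium sensitivity of cardiac thin filaments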
# * marks the source's active call; other numbers are inactive results; i = inactive; . = no result given.
# Second line of a record: CAL PDZ FP-1	SR-BI DiI-HDL act	Rtt109 HAT inh	CAL PDZ FP-2	PKA-R2B act	DAGLB inhibitor	Keap1 Nrf2 FP	LANA DNA inh	RTF Ca sens inh	RTF Ca sens act
- Cc1cccc(NC(=O)CSCC(=O)N(CCC(C)C)c2c(N)n(Cc3ccccc3)c(=O)[nH]c2=O)c1
 : 0.8	-4.2	-1.8	-3.2	2.7	7.7	-5.8	0.2	-8.5	-4.1
- Fc1ccc(-n2cc(CNCCc3ccncc3)c(-c3ccccc3Cl)n2)cc1
 : 0.8	18.0	-0.9	-0.5	-6.2	2.0	-5.8	-0.1	-11.3	-2.4
- CN1CCN(Cc2nc(Cc3cccc(F)c3)no2)CC1c1ccccc1 (stereo not given)
 : -2.0	33.8	-2.0	8.1	2.1	-3.6	-8.0	-0.8	-3.5	1.0
- COC(=O)c1cc(N=Nc2sc(N)nc2C)cc(C(=O)OC)c1
 : -3.0	.	-5.4	-1.9	-10.0	21.3	-3.4	-3.6	-6.6	2.2
- Cc1ccccc1NC(=O)c1sc(Cl)nc1C
 : -1.1	13.2	-3.0	-0.4	-4.8	1.3	-6.1	2.8	-0.8	-4.8
- Cc1ccc(C(=O)NNC(=O)c2csc(N3CCOCC3)n2)o1
 : 9.3	8.1	-4.2	0.3	-0.9	-2.4	3.9	0.3	6.4	3.2
- O=C(CS(=O)(=O)c1ccccc1)Nc1nnc(Cc2ccccc2)s1
 : -3.1	-1.8	-1.1	-1.1	-7.9	3.2	-0.6	1.2	-9.4	0.1
- COc1ccc(C(=O)CCC(=O)N2CCN(c3cccc(Cl)c3)CC2)cc1
 : .	-9.0	8.8	-0.5	-0.7	-1.7	-4.5	-1.4	-5.1	1.2
- O=C(CNC(=O)N1CC(=O)Nc2ccccc21)Nc1ccc(F)c(Cl)c1
 : -1.5	-7.9	-3.6	-2.7	-8.1	0.0	3.9	0.4	-5.2	-2.7
- CCC(=O)N1CCc2cc(S(=O)(=O)CCC(=O)O)ccc21
 : -2.1	5.2	6.6	0.6	1.1	-1.0	-4.7	-2.3	-9.7	-0.4
- O=C(c1ccc([N+](=O)[O-])cc1Cl)N1CCN(c2ccccn2)CC1
 : -2.3	10.6	3.5	0.6	4.5	0.4	-0.1	3.8	-0.5	-7.0
- Cc1ccc(S(=O)(=O)N(C)CC(=O)OCC(=O)N2CC(=O)Nc3ccccc32)cc1
 : -9.4	16.6	0.2	0.2	1.7	0.4	0.0	-0.5	-8.0	3.5
- Cn1c(CCC(N)=O)nnc1SCC(=O)Nc1ccccc1C(=O)NC1CC1
 : -2.1	12.5	4.0	0.1	-7.6	-1.4	-2.8	-0.4	2.8	-6.5
- O=[N+]([O-])c1cc([N+](=O)[O-])c(Oc2cccc3c2CCCC3)cc1NN1CCCCC1
 : -0.5	-71.6	0.5	-0.5	2.9	0.2	-5.5	-0.7	9.2	-1.8
- CC(OC(=O)C1CC1)C(=O)Nc1cccc(S(=O)(=O)N2CCOCC2)c1 (stereo not given)
 : -2.1	7.1	-2.5	-0.4	-1.9	-1.6	2.0	1.0	3.5	-9.1
- CC(=O)c1ccc(S(=O)(=O)N2CCN(C(=O)c3cccc(S(=O)(=O)N4CC(C)OC(C)C4)c3)CC2)cc1 (stereo not given)
 : 3.2	21.3	-2.1	-1.1	-6.0	-1.1	-0.7	-2.3	-2.4	-1.4
- CCN(CC)S(=O)(=O)c1ccc(O)c(C(=O)OCC(=O)N2CCCC2)c1
 : -3.6	.	-6.2	-2.1	6.8	1.8	-0.5	-2.8	-7.1	-2.5
- Cc1ccc(CNC(=O)c2cc3ccccc3oc2=O)cc1
 : -2.8	12.2	-7.5	-1.1	-3.7	-13.2	-3.2	0.4	-1.2	8.7
- COc1ccc(C(=O)C2CCCN(Cc3c[nH]c4ccccc34)C2)c(OC)c1 (stereo not given)
 : 2.6	-31.0	-5.8	-0.8	-1.8	-0.9	-3.7	0.7	-5.8	-6.6
- O=C(Cc1ccc2c(c1)OCCO2)N/N=C/c1ccco1
 : -1.5	7.6	8.9	-2.7	5.6	-0.8	-0.8	-2.5	-3.4	-1.3
- CCN(CC)c1ccc(/C=C(/C#N)c2nc3ccc(C)cc3[nH]2)c(OC(C)C)c1
 : -4.9	-101.8	-3.1	-2.0	-0.3	-204.7	-12.2	0.9	-459.4	173.6*
- COc1ccc(OCC2c3cc(OC)c(OC)cc3CCN2C(=O)C(C)C)cc1 (stereo not given)
 : -1.4	-13.3	-2.1	-0.3	-8.7	-0.3	-0.4	-1.5	-7.2	1.4
- COc1cc2c(cc1OC)C1CC(=O)C(CC(C)C)CN1CC2 (stereo not given)
 : -5.9	2.3	-6.6	-0.8	1.7	0.3	2.3	1.3	7.1	-4.1
- CCOc1ccc(-n2c(SC(C)C(=O)OC)nc3c(c2=O)SCC3)cc1 (stereo not given)
 : 0.9	-6.7	-15.4	1.0	-1.8	1.4	1.9	1.0	-6.8	-4.8
- CSc1nsc(SC)c1NC(=O)N1CCCC1
 : .	23.8	-2.0	-0.8	2.4	-2.4	-1.9	0.3	-4.0	1.7
- C=CCN1CN(S(=O)(=O)c2cccc(Cl)c2)c2nc3ccccc3nc21
 : -5.7	-8.5	0.6	-2.0	0.5	-1.7	-3.7	-1.7	-4.0	-1.4
- CCOC(=O)N1CCN(C(=O)c2cnsn2)CC1
 : -0.3	28.0	6.8	-1.0	-10.6	-1.1	-3.1	1.0	-3.2	-4.3
- COc1cccc(/C=N/NC(=O)c2cnn(-c3ccccc3)c2N)c1
 : -6.9	-28.7	5.6	0.0	1.2	0.5	-3.0	-1.4	-9.9	-2.7
- O=C(CCCOc1ccccc1)NCc1ccco1
 : 3.0	-9.5	-4.3	-1.1	-5.2	-0.1	-2.8	-0.6	-2.4	0.2
- Cc1ccc(NC(=O)Cn2c(CCC(=O)O)ccc2-c2ccc(Cl)cc2)cc1
 : -3.0	0.1	0.8	-1.0	-1.1	0.9	1.0	0.6	4.6	-0.2
- CCOC(=O)c1ccc(-n2c(-c3ccco3)nc3ccccc3c2=O)cc1
 : -4.1	10.6	.	-2.3	4.5	3.4	1.3	1.2	-5.7	5.5
- c1ccc(CNc2ncnc3nc[nH]c23)cc1
 : -1.8	9.0	-2.0	-0.9	-10.8	1.9	4.0	-1.0	3.3	6.9
- CCc1ccc(N2CC(C(=O)OCC(=O)NC3CCS(=O)(=O)C3)CC2=O)cc1 (stereo not given)
 : 3.7	8.0	10.9	.	-10.0	-2.4	1.2	0.5	-3.4	-1.9
- COc1ccc2cc(C(=O)C3CCCN(C(=O)c4cncs4)C3)ccc2c1 (stereo not given)
 : -2.7	-6.2	-8.8	-2.4	-4.8	-0.6	0.5	-1.2	-3.9	-4.2
- Cc1ccc(N2C(=O)C3CCCN3C2=S)cc1C (stereo not given)
 : -1.1	0.2	12.0	-0.6	-8.5	-2.7	-3.2	.	-1.6	2.7
- CC(=O)Nc1ccc(N=Cc2ccc(OCc3ccccc3)cc2)cc1
 : -4.6	27.6	-1.4	0.1	-9.8	-1.4	-0.8	1.2	4.4	8.4
- COc1ccc(-c2cc(C(=O)NCCN3CCOCC3)c3ccccc3n2)c(OC)c1
 : 0.0	-47.1	1.7	-2.7	1.4	0.4	3.3	2.3	-7.5	-2.8
- O=C(CSc1nc2ccccc2c(=O)n1-c1ccc(F)cc1)Nc1cc(S(=O)(=O)N2CCOCC2)ccc1Cl
 : -0.4	-33.3	13.2	0.7	-1.8	0.4	-2.8	0.0	-3.9	5.4
- CCOc1ccc(CNC(=O)CCCc2cn(C)c3ccccc23)cc1OC
 : .	-34.2	-7.7	-0.9	2.5	-1.6	-1.3	-1.5	-7.0	1.1
- COc1ccc(C(=O)N(CCc2ccccc2)Cc2ccccc2)cc1S(=O)(=O)N1CCOCC1
 : -2.6	-6.1	-1.1	-0.4	-6.0	0.9	-0.9	-1.9	-10.7	6.3
- CCn1c(=O)c2sccc2n(Cc2cccc(C)c2)c1=O
 : 0.7	-0.7	-28.2	-1.6	10.5	-0.8	-1.6	-1.7	-2.3	-9.3
- c1ccc(-c2nccc(-c3ccc(-n4cnc5ccccc54)cc3)n2)cc1
 : -3.5	-64.7	5.3	-1.6	-10.6	-3.5	-5.5	-1.1	-7.0	1.9
- O=C(Cn1c(=O)cnc2ccccc21)N1CCN(S(=O)(=O)c2cccc([N+](=O)[O-])c2)CC1
 : 1.0	28.7	4.1	-2.2	-7.1	-3.0	2.4	0.0	-2.1	-5.9
- C/C(=N\NC(=O)c1ccoc1C)c1ccccc1O
 : 28.9	-95.2	8.1	-0.4	-1.9	3.0	5.1	-0.1	10.8	0.2
- COc1cccc(C2C=C(c3cccs3)Nc3ncnn32)c1OC (stereo not given)
 : -0.9	33.0	i	-1.7	1.1	-2.5	5.4	9.8	-21.5	13.3
- Cc1ccc(NC(=O)Cn2c(=O)cnc3ccccc32)cc1S(=O)(=O)N1CCOCC1
 : -2.9	-5.6	7.0	-1.4	-4.5	0.0	-4.2	1.1	6.2	-2.1
- CNC(=O)N(C1=NCC(C)(C)S1)c1ccc(F)c(Cl)c1
 : 6.7	1.9	-3.3	0.5	-7.0	-2.6	-0.6	0.3	-2.7	7.8
- O=C(CCCC(=O)N(c1ccc(F)cc1)C(C(=O)NC1CCCC1)c1ccc(O)cc1)Nc1ccccn1 (stereo not given)
 : -3.1	-4.2	-8.4	-1.6	-26.2	-1.6	5.5	-0.2	-13.8	1.1
- O=C(Nc1nnc(-c2cccs2)o1)c1ccco1
 : .	14.8	-2.4	-0.7	9.4	-3.1	-2.4	-0.1	-4.5	6.0
- CCOC(=O)CSc1nc2ccc(C)cc2n2cnnc12
 : -1.6	-12.7	-10.2	-0.8	3.7	1.2	-3.3	-2.0	-6.3	-1.7
- CCOc1ccc(NC(=O)c2cccnc2Cl)c([N+](=O)[O-])c1
 : -1.4	-13.3	1.7	-3.0	5.0	-4.5	-3.3	0.2	0.0	5.7
- Cn1c(=O)[nH]c(=O)c2c1nc(SCC(=O)Nc1ccccc1)n2Cc1ccccc1
 : .	-5.2	-3.9	-6.4	-8.2	4.2	0.7	1.8	-8.2	-3.7
- O=C(NCc1ccccc1Cl)c1ccc(S(=O)(=O)NCc2ccco2)cc1
 : -2.4	-18.5	-1.4	-2.5	-2.8	-0.8	4.7	-0.8	-3.4	-3.0
- COC(=O)c1c(C)c(C)nc(N)c1C#N
 : -6.9	-4.3	-53.1	1.2	3.8	0.1	1.9	-0.2	-10.3	-2.2

# As entered above:
# DAGLB inhibitor, O=C(Nc1nnc(-c2cccs2)o1)c1ccco1 → -3.1
# LANA DNA inh, CNC(=O)N(C1=NCC(C)(C)S1)c1ccc(F)c(Cl)c1 → 0.3
